Bioassay records deposited in PubChem by several laboratories.
PABP1 MLLE inh: inhibitors of microRNA-mediated deadenylation, human PABP1 MLLE binding. AID 588489. actives 0.36% (n = 360,000). P11940. inhibition, % at 20 µM. GST-MLLE / FITC-PAM2 fluorescence polarization; in the data active = inhibition above about 35%, passing the limit was not always enough;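 also: plate controls were DMSO wells with GST-MLLE for no effect and wells lacking GST-MLLE protein for full effect; some results filed as inactive read as strong as hits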
bovine MsrA act: activators of bovine methionine sulfoxide reductase A; purified bovine MsrA, absorbance read-out; actives 0.3% (n = 360,000); activation, % at 10.6 µM; in the data active = activation above about 7.5%;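 also: 0% = vehicle and 100% = reference activator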
MsrA inhibitor: inhibits bovine methionine sulfoxide reductase A; purified bovine MsrA, absorbance read-out; inhibition, % at 15.5 µM; actives 0.75% (n = 360,000); AID 651718; in the data active = inhibition above about 4.5%;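 also: 0% = vehicle wells with enzyme and 100% = reference inhibitor wells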
Rin1 Abl inh: blocks binding of human Rin1 to Abl | actives 0.4% (n = 360,000) | inhibition, % at 7.35 µM | AID 588664 | TR-FRET Rin1/Abl binding, biochemical; in the data active = inhibition above about 5%, passing the limit was not always enough
eLon inh: inhibitors of E. coli Lon protease | P0A9M0 | actives 0.42% (n = 360,000) | purified E. coli Lon protease, fluorescence polarization | inhibition, % at 7.94 µM; in the data active = inhibition above about 13%, passing the limit was not always enough;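 also: 0% = enzyme with probe and DMSO and 100% = no enzyme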
Target sequence (P0A9M0 whole entry, looked up): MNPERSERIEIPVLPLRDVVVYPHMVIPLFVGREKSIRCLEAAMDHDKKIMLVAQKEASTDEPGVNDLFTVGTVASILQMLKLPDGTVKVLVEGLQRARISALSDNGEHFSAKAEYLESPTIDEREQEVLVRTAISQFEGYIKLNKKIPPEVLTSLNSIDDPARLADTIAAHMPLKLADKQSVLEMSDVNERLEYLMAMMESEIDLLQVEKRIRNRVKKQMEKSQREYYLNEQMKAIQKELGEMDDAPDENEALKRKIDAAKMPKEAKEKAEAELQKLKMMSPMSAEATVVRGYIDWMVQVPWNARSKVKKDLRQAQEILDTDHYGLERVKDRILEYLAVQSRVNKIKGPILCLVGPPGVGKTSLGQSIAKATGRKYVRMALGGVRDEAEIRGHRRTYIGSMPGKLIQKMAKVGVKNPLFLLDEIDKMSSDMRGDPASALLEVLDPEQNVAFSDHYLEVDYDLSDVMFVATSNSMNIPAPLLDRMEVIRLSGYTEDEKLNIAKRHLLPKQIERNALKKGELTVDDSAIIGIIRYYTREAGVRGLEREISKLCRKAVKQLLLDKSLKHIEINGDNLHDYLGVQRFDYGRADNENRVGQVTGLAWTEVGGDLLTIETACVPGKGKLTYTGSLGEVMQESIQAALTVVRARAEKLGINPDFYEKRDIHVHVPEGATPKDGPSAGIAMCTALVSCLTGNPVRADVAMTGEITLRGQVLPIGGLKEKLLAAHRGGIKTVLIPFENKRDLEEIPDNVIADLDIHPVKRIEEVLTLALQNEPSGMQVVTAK
FAS TE block: blocks the thioesterase domain of human fatty acid synthase | P49327 | recombinant FAS-TE, OMFH fluorogenic substrate, fluorescence endpoint | inhibition, % at 15 µM | actives 0.67% (n = 360,000);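 active = compounds whose normalised, plate-corrected inhibition of enzyme fluorescence in the single-dose primary screen is 50% or more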;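 also: 0% = DMSO with enzyme and 100% = substrate without enzyme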
MT1-MMP act inh: blocks activation of human MT1-MMP. HT1080 RFP-PRO-GFP cells, GFP/RFP ratio fluorescence, overnight; percent of plate control window, DMSO zero. GFP/RFP ratio change, % at 20 µM. P50281. actives 0.061% (n = 360,000);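 active = GFP/RFP ratio change of at least 30% with cell ATP level not reduced by more than half and red fluorescence within 50% of control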; also: strong numbers were not always called active
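Test system: HT1080 cells expressing an RFP-PRO-GFP fluorescent reporter construct / Compound dosing: single-point 20 µM compound, 1% DMSO / Schedule: cells overnight before dosing, compound overnight, 37 °C, 5% CO2 / Evaluation: GFP/RFP fluorescence ratio / Control set: DMSO and RFP-L50D-GFP cell wells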
Rpn11 block: blocks the human proteasome subunit Rpn11 | human 26S proteasome, Ub4-pepOG fluorescence polarization; 20S core pre-blocked with epoxomicin | calls only at 20 µM | actives 0.59% (n = 360,000) | AID 588493;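 active = inhibition at 20 µM, scaled to each plate's controls, above about 33%, limit read from the data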
Target sequence (O00487 whole entry, looked up): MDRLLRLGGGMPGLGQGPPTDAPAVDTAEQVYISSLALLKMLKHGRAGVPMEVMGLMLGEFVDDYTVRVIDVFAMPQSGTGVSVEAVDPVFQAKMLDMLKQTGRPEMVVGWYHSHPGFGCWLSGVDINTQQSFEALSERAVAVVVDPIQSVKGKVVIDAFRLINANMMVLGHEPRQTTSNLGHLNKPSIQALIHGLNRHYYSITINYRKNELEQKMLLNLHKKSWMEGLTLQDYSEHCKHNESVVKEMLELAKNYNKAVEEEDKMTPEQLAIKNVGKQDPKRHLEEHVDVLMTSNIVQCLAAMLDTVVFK
CSN deneddyl inh: blocks human CSN-mediated cullin deneddylation. Q92905. inhibition, % at 12.5 µM. Purified CSN, SCF-Nedd8-OG deneddylation, fluorescence polarization. actives 0.38% (n = 360,000);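 active = pattern-corrected inhibition above about 35%, with an unprinted fluorescence ratio check between 0.5 and 1.5, limit read from the data, passing the limit was not always enough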;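 also: 0% = enzyme with substrate and 100% = substrate without enzyme; some results filed as inactive read as strong as hits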
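Schedule: reaction 90 min, room temperature / Assay system: HEK293T-derived human Csn5 enzyme / Input: Csn5 at 0.24 nM final / Measure: inhibition of Csn5 cleavage, % / Control set: substrate-only high control, full reaction low control / Technique: fluorescence polarization of the substrate / Buffer or medium: Tris/NaCl/DTT buffer, pH 7.5 / Reagent: SCFSkp2-Nedd8OG substrate at 10 nM final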
* hit, by the source's call; i = inactive; . = no result given. An unsorted share of the library (roughly 3.7% active in at least one column).

SMILES	PABP1 MLLE inh	bovine MsrA act	MsrA inhibitor	Rin1 Abl inh	eLon inh	FAS TE block	MT1-MMP act inh	Rpn11 block	CSN deneddyl inh
CCCCN1CC(N2CCN(CCN(C)C)CC2)CS1(=O)=O (stereo not given)	9	-2	0.7	3	-3	-7	1	i	-6
CC(NC(=O)COC(=O)C1CCN(c2ccc(C(F)(F)F)cn2)CC1)c1ccccc1 (stereo not given)	-3	-9	0.1	-1	-4	15	2	i	3
CC(=O)Nc1ccc(NC(=O)c2ccc(N(Cc3ccccc3C)S(C)(=O)=O)cc2)cc1	12	0	0.9	-1	0	-2	2	i	1
CCc1ccccc1Oc1nc(NCc2ccccc2)nc2ccsc12	-4	-2	-0.9	-2	5	25	-9	i	-1
COc1ccccc1N1CCN(C(=O)CN(CCc2ccccc2)S(C)(=O)=O)CC1	-4	-3	-0.5	0	-2	-6	-2	i	0
CCCCNC(=O)CSc1cc(=O)n(C)c2ccccc12	8	-4	0.3	-29	-4	-2	4	i	4
COc1cc(C2NC(=O)C(C#N)=C(Nc3cccc(C)c3)S2)ccc1O (stereo not given)	0	-2	3.1	1	-3	-5	0	i	1
CCOC(=O)[C@@H]1[C@H]2COc3cc(OC)ccc3[C@@H]2N2C(=O)N(c3ccc(OC)cc3)C(=O)[C@]12C	10	-3	-1.1	4	1	5	-2	i	-2
CCOc1cc(/C=N/n2cnnc2)ccc1OCC(=O)Nc1ccccc1OC	-1	-1	-0.4	3	2	-5	-1	i	3
Nc1nc(COC(=O)CCC(=O)c2ccccc2)nc(Nc2ccccc2)n1	-21	-1	0.6	-1	-4	-3	2	i	106*
CCN1C(=O)[C@H]2[C@@H](c3ccc(-c4cc(C(C)=O)cs4)cc3)N3CCCC[C@@]3(C(=O)OC)[C@H]2C1=O	2	-5	1.6	5	-6	38	-8	i	-5
O=C(O)c1cc(-c2ccccc2)n(-c2ccc(Cl)cc2)n1	16	-2	0.3	2	-2	-1	1	i	2
CC(OC(=O)C1=COCCO1)C(=O)c1ccc(Br)cc1 (stereo not given)	5	-8	0.4	4	-6	-2	-4	i	0
O=C(c1cn[nH]c1)N1CCc2c([nH]c3ccccc23)C1c1c(F)cccc1Cl (stereo not given)	-4	-1	0.4	0	0	-8	-3	i	-4
COc1ccc(S(=O)(=O)NC(=O)C2(C)CCN2C(=O)C2(c3ccccc3)CCCC2)cc1 (stereo not given)	2	-1	-0.1	0	-9	-6	-2	i	-1
CNC(=O)COc1ccc(S(=O)(=O)Nc2ccc(C)cc2)cc1	6	-2	-1.9	-1	-6	0	12	i	2
COCCNC(=O)COc1ccc(Nc2ccccc2)cc1	0	0	1.9	0	-9	-6	-3	i	1
O=C(NC1C/C(=N/O)c2cc3c(cc21)OCO3)C(F)(F)F (stereo not given)	-8	-2	0.8	2	1	-6	0	i	4
CCOC(=O)c1ccc(NCCc2ccc(OC)c(OC)c2)c(N)c1	-6	7	-0.5	4	-20	0	0	i	8
CCOc1ccc(C(=O)Nc2ccc(S(=O)(=O)N3CCOCC3)cc2)cc1OCC	-2	4	-0.2	1	4	3	4	i	0

Given as labelled records: part of the list above
O=C(NC1C/C(=N/O)c2cc3c(cc21)OCO3)C(F)(F)F (stereo not given)
  PABP1 MLLE inh = -8	bovine MsrA act = -2	MsrA inhibitor = 0.8	Rin1 Abl inh = 2	eLon inh = 1	FAS TE block = -6	MT1-MMP act inh = 0	Rpn11 block = i	CSN deneddyl inh = 4

CCOC(=O)c1ccc(NCCc2ccc(OC)c(OC)c2)c(N)c1
  PABP1 MLLE inh = -6	bovine MsrA act = 7	MsrA inhibitor = -0.5	Rin1 Abl inh = 4	eLon inh = -20	FAS TE block = 0	MT1-MMP act inh = 0	Rpn11 block = i	CSN deneddyl inh = 8

Next part
SMILES	PABP1 MLLE inh	bovine MsrA act	MsrA inhibitor	Rin1 Abl inh	eLon inh	FAS TE block	MT1-MMP act inh	Rpn11 block	CSN deneddyl inh
O=C(/C=C/c1ccc(Cl)cc1)NCc1ccco1	7	-3	0.4	2	-10	-7	2	i	-7
CCCCCC(=O)Nc1ccc(Cc2ccncc2)cc1	-9	3	0.5	1	11	-2	6	i	-2
Cc1ccc(Oc2cc(C)nc(-c3ccccc3O)n2)cc1	4	1	0.6	-4	-2	22	0	i	-3
O=C(N/N=C/c1ccccc1[N+](=O)[O-])c1cnccn1	2	2	1.7	-1	-10	-2	4	i	-6
CCOC(=O)CSc1c(-c2ccccc2)c2cc(Cl)ccc2[nH]c1=O	5	-5	0.1	0	-5	-18	-8	i	-1
CCOC(=O)c1c(-c2ccccc2)oc2ccc(O)cc12	-6	-1	1.0	-2	-10	22	2	i	3
COc1ccc(NC(=O)CN(C)S(=O)(=O)c2ccc3c(c2)n(C)c(=O)c(=O)n3C)cc1	-3	-5	-0.3	-1	-1	1	0	i	3
COc1ccc(C(CNC(=O)COc2ccc(F)cc2Cl)N2CCCCC2)cc1 (stereo not given)	4	-1	-0.9	-1	3	7	-3	i	0
COc1cc(NS(=O)(=O)c2ccc(NC(C)=O)cc2)ncn1	3	-13	-0.1	0	-2	-3	3	i	4
CC1(C(=O)NS(=O)(=O)c2ccc(Br)cc2)CCN1C(=O)c1cccc(F)c1 (stereo not given)	3	2	-1.0	0	5	-8	-1	i	-9
O=C1C=C(O)CC2(CCCCC2)C1	-2	-2	.	4	-1	-1	7	i	-1
Cc1cccc(-c2cc(C(=O)Nc3cccnc3)c3ccccc3n2)c1	-3	-2	1.5	0	-13	7	-7	i	-3
O=C(C1CCCCN1S(=O)(=O)c1ccccc1)N1CCN(Cc2ccccc2)CC1 (stereo not given)	-1	-1	-1.2	-3	-4	-1	-8	i	-2
CC(/C=N/NC(=O)c1cccnc1)=C\c1ccccc1	9	-5	2.7	-1	-1	-5	3	i	0
CCOc1ccccc1NC(=O)CN(c1ccc(OC)c(OC)c1)S(=O)(=O)c1ccc(C)cc1	-6	-2	2.8	-2	1	21	1	i	0
COc1ccc(-c2ccc(SCc3cccnc3)nn2)cc1OC	8	-1	0.4	1	2	3	4	i	-9
CCCOP(=O)(c1ccc(N(C)C)cc1)C(O)c1cc(OC)ccc1OC (stereo not given)	8	-2	-0.2	0	5	-1	2	i	-2
Cc1ccc(NC(=O)CCNC(=O)Cn2cnc3ccccc3c2=O)cc1F	-9	-2	-0.5	1	6	-5	3	i	7
CCc1ccc(C(=O)OCC(=O)NC2CCCC2)cc1	17	-4	-0.6	2	10	2	-1	i	-2
O=C1CC(=O)Nc2cc(S(=O)(=O)Nc3ccc(F)cc3Cl)ccc2N1	-8	-3	0.3	0	-1	-5	-1	i	-1
O=C(c1cc(-c2cccnc2)nc2ccccc12)N1CCCc2ccccc21	-1	-5	1.1	1	-2	-1	0	i	3
C/C(=N\NC(=S)NCC(C)(C)C)c1cc(F)cc(F)c1O	21	-12	0.7	2	4	11	9	i	-5
O=C(C1CCC1)N1CCc2cc(S(=O)(=O)Nc3ccc4c(c3)OCO4)ccc21	3	-2	2.5	-1	-11	18	7	i	2
CCOC(=O)c1ccccc1NC(=O)N[C@@H](C)C(=O)OC	1	-7	-0.7	4	-17	-11	9	i	5
CCn1ncc(NC(=S)Nc2ccc3c(c2)OCO3)c1C(N)=O	27	4	-1.1	-1	8	-4	-2	i	3
O=C(Oc1ccc2ccc(=O)oc2c1)c1ccccc1	-6	-2	-0.3	-2	13	-3	-2	i	-3
COc1cccc(N2CCN(C(=O)c3cc(C)oc3C)CC2)c1	0	-4	0.0	0	-8	0	-17	i	-1
COc1cccc(CN2CC(C(=O)NCCCn3ccnc3C)CCC2=O)c1 (stereo not given)	5	-1	-1.4	2	-4	-4	-1	i	2
Cc1cccc(C)c1NC(=O)CN1C(=O)N(C)Cc2ccccc21	0	-2	1.3	0	9	-9	3	i	3
CC(C)c1ccc(OCC(=O)N2CCN(C(=O)c3ccco3)CC2)cc1	12	-4	-1.0	1	-2	-4	-1	i	-4
CN(CC(=O)OCC(N)=O)S(=O)(=O)c1ccc(Cl)cc1	-9	-9	-0.4	0	-2	-10	-2	i	2
CCC(CO)Oc1cc(NC(=O)c2cccc(Cl)c2)c2ncn(C(C)C)c2c1 (stereo not given)	19	-1	2.0	1	-5	2	-1	i	-4
COc1ccc(CCNC(=O)C2CCCN(S(=O)(=O)c3ccccc3)C2)cc1 (stereo not given)	1	-2	-0.2	0	-14	-1	2	i	1
CCNc1nc(Nc2ccc(C)c(Cl)c2)c2cnn(C)c2n1	18	-5	-1.3	4	6	14	-6	i	-1
COc1ccc(C)cc1NC(=O)CSc1nnc(COc2ccccc2)n1Cc1ccco1	-12	4	-0.1	0	3	18	4	i	-4
CN1C(=O)NC2C1N(S(C)(=O)=O)CCN2S(C)(=O)=O (stereo not given)	10	-8	-0.2	3	3	-8	-1	i	-4
COc1ccc(-n2ccnc(SCC(=O)NCc3ccc(C)cc3)c2=O)cc1Cl	35	0	0.5	-2	-14	-8	3	i	3
CN(C(=O)CCn1c(=S)oc2ccccc21)c1ccc(F)cc1	10	-7	-0.6	1	-5	-3	-3	i	5
Cc1cc(Cl)ccc1C(=O)C1CCCN(C(=O)c2snnc2C)C1 (stereo not given)	-7	-3	0.6	-4	7	3	1	i	0
CCOC(=O)c1c(C)c(C(=O)N2CCCCCC2)c(C)n1CC	0	2	.	1	7	-5	-4	i	4
Cc1c([N+](=O)[O-])c(C(=O)Nc2ccc3c(c2)OCCO3)nn1C	-10	1	-0.8	1	-6	4	3	i	-4
COc1ccc(O)c(-c2[nH]ncc2C(=O)c2ccccc2C)c1	-8	-10	-0.3	3	9	-85	-3	i	-4
CC(C)CCN(C(=O)c1ccc(Br)cc1)c1c(N)n(Cc2ccccc2)c(=O)[nH]c1=O	20	-1	-0.5	-2	-6	-5	-1	i	-5
Cc1ccc(S(=O)(=O)NC(CC(C)C)C(=O)NCC(c2ccco2)N2CCCCC2)cc1 (stereo not given)	5	-2	.	-2	-8	0	-1	i	-3
CN(C)C(=O)COc1ncnc2sc(-c3ccccc3)cc12	-25	-2	2.8	-3	-10	-6	1	i	3
CCCCNC(=O)C1c2ccccc2OCC(=O)N1Cc1ccccc1 (stereo not given)	.	-1	-1.2	.	1	-8	8	.	-2
CC1(C)CC(=O)C2=C(C1)Nc1ccccc1NC2	19	-12	3.0	2	3	-12	-14	i	-11
Cc1c(N=Cc2c(O)n(C3CCCCC3)c(=O)[nH]c2=O)c(=O)n(-c2ccccc2)n1C	-51	2	-0.8	-2	-9	-4	-2	i	6
Nc1ccc(C(=O)Nc2ccc(Nc3ccncc3)cc2)c([N+](=O)[O-])c1	-1	-4	2.0	-6	0	-22	-2	i	4
COc1cccc(C(C(=O)NC2CCCCC2)N(CCN2CCOCC2)C(=O)C2COc3ccccc3O2)c1 (stereo not given)	5	-8	-0.3	2	1	-1	-5	i	-1
O=C(NCCN1CCOCC1)NC1(C(F)(F)F)Oc2ccc(Cl)cc2O1 (stereo not given)	-3	-10	0.7	-2	-2	-6	-8	i	-7

Only MT1-MMP act inh, for some of the entries so far:
| SMILES | MT1-MMP act inh |
| --- | --- |
| O=C1CC(=O)Nc2cc(S(=O)(=O)Nc3ccc(F)cc3Cl)ccc2N1 | -1 |
| O=C(c1cc(-c2cccnc2)nc2ccccc12)N1CCCc2ccccc21 | 0 |
| C/C(=N\NC(=S)NCC(C)(C)C)c1cc(F)cc(F)c1O | 9 |
| O=C(C1CCC1)N1CCc2cc(S(=O)(=O)Nc3ccc4c(c3)OCO4)ccc21 | 7 |
| CCOC(=O)c1ccccc1NC(=O)N[C@@H](C)C(=O)OC | 9 |
| CCn1ncc(NC(=S)Nc2ccc3c(c2)OCO3)c1C(N)=O | -2 |
